Screening results from PubChem.
TRHR PAM – allosteric enhancers of human TRH receptor; P34981; TRHR cells, fluo-8 calcium fluorescence, EC20 TRH enhancement; enhancement, % at 2 µM; 360,000 compounds, 0.66% hits; in the data active means enhancement above about 30%; further: 0% is about no effect
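Enhancer read-out: after compound pinning and an initial kinetic agonist-mode read, an EC20 of TRH (10 nM final) was injected and fluo-8 calcium signal (Ex 480/Em 530) followed at 1 s/cycle for 100 cycles in TRHR-expressing cells.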
TrxR1 inh – blocks rat thioredoxin reductase 1. O89049. 390,000 compounds, 1% hits. recombinant rTrxR1, NADPH fluorescence consumption, selenite substrate. Potency, µM (doses to about 114 µM), without a hit: at the highest dose activity change, negative = inhibition, usual class: inhibitors; further: potency means the concentration at half of the fitted maximal effect; on the % scale 0 is the no-effect control and ±100 the full control effect; nearly all actives have a fitted effect of over 65% in size
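Rat TrxR1 (90 nM in the dispensed reagent) was pre-reduced with 400 uM NADPH for 5 min at room temperature, then incubated with compound for 15 min. After 400 uM selenite was added, NADPH fluorescence (Ex 340/Em 450 nm) was followed for 8 min.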
USP1 inh – inhibitors of human USP1/UAF1 deubiquitinase; Potency, µM (doses to about 57.1 µM), without a hit: at the highest dose activity change, negative = inhibition, most hits filed as inhibitors; recombinant USP1/UAF1, Ub-Rhodamine cleavage fluorescence; 390,000 compounds, 0.23% hits; further: potency means the concentration at half of the fitted maximal effect; on the % scale 0 is the no-effect control and ±100 the full control effect; nearly all actives have a fitted effect of over 60% in size; inactives centre near -12
Target sequence (O94782 whole entry, looked up): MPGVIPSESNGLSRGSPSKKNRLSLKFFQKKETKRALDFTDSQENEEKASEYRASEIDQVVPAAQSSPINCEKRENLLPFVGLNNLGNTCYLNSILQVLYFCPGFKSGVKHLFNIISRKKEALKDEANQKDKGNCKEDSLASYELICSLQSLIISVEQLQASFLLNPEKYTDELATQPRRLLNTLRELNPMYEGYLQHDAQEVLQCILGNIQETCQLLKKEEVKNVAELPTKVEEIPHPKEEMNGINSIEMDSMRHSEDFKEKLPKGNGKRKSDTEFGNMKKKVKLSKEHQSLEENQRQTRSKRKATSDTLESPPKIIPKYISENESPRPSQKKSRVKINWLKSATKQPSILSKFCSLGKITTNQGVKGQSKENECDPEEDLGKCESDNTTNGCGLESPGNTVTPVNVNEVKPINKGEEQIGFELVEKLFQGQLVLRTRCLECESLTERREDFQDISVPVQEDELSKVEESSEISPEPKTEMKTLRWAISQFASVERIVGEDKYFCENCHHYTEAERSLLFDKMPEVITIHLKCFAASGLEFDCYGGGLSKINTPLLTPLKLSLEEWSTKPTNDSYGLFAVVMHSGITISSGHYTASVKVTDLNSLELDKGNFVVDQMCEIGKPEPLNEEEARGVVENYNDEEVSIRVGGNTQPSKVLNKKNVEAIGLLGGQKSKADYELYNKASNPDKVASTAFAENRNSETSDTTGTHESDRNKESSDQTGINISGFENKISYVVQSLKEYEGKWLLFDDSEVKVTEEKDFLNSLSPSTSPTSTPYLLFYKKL
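1 nM enzyme complex + cpd, 15 min RT; start with Ub-Rho 150nM final; kinetic fluorescence ex 480/em 540, 6 reads q60 s. Buffer 50mM HEPES pH 7.8, 0.5mM EDTA, 0.1 mg/ml BSA, 1mM TCEP, 0.01% Tween-20.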
Pin1 inhibitor – human Pin1 inhibition; Q13526; Pin1 FP peptide displacement, HiFluor488, 10 min; Potency, µM (series often up to 115 µM), without a hit: top-dose activity, negative = inhibition, hits mostly inhibitors; 390,000 compounds, 0.009% hits; AID 504891; active means well fitted inhibition curve with a large enough effect in the polarisation, with a control signal flat, not every such curve was filed as active; inconclusive means small, poorly fitted or top-dose-only effect, or effect the other way, or a change in a side signal; inactive means no such curve, though single readings can be large or run the other way; the % refers to the polarisation; further: potency means the concentration at half of the fitted maximal effect; on the % scale 0 is the no-effect control and ±100 the full control effect
Target sequence (Q13526 whole entry, looked up): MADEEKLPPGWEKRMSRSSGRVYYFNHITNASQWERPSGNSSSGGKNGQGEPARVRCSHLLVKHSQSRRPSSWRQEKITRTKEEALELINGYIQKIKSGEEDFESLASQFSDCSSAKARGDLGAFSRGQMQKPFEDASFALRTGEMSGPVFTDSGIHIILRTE
D2 antagonist – antagonists of human D2 dopamine receptor | HEK293 TREx D2 cells, calcium flux, dopamine EC80 | 340,000 compounds, 2% hits | inhibition, % at 10 µM | P14416; in the data active means inhibition above about 30%; further: 0% is about no effect
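Calcium flux kinetic readout in an inducible HEK293 TREx D2 line plated overnight at 30 C. After 180 s compound exposure, an EC80 dopamine challenge follows with another 180 s kinetic read to detect antagonism.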
TRHR ag – TRH receptor (human) agonism; P34981; TRHR cells, calcium flux fluo-8, FDSS agonist mode; activation, % at 2 µM; 360,000 compounds, 0.18% hits; AID 493084; in the data active means activation above about 30%; further: 0% is about no effect
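Fluo-8-loaded TRHR cells; 10 s baseline, compound added, kinetic Ca2+ fluorescence read 1/s, agonist mode.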
D2 ag – agonists of human D2 dopamine receptor; P14416; 340,000 compounds, 0.53% hits; activation, % at 2 µM; HEK293 T-REx D2 cells, calcium flux agonist mode; AID 485358;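 active means activation over 3 SD above normal in the single-dose calcium agonist read, cut at about 30% in these data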; further: 0% is about no effect
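Calcium-flux readout, 1 cycle/sec over 180 s following compound pin transfer, in inducible HEK293 Trex D2 cells (force-coupled); dopamine controls included. Positive calcium responses during this window marked compounds as potential agonists.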
TrxR1 substrate – rat thioredoxin reductase 1 substrate activity; purified TrxR1 substrate turnover, NADPH consumption readout; 390,000 compounds, 0.01% hits; Potency, µM (series often up to 114 µM), inactives show at the highest dose activity change, negative = substrate turnover; O89049; AID 588456; further: potency means the concentration at half of the fitted maximal effect; on the % scale 0 is the no-effect control and ±100 the full control effect; nearly all actives have a fitted effect of over 50% in size
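Rat TrxR1, dispensed at 90 nM, was prereduced with 400 uM NADPH (final) for 5 min at ~22 deg C, then incubated with compound 15 min before 400 uM selenite. A first-read NADPH fluorescence drop versus no-compound background flagged substrates.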
mIDH1 inhibitor – human IDH1 R132H inhibition; O75874; AID 602179; 390,000 compounds, 0.093% hits; Potency, µM (top dose mostly 76.6 µM), without a hit: at the top dose activity change, negative = inhibition, hits mostly inhibitors; IDH1-R132H enzyme, NADPH consumption, diaphorase/resazurin fluorescence; further: potency means the concentration at half of the fitted maximal effect; on the % scale 0 is the no-effect control and ±100 the full control effect; nearly all actives have a fitted effect of over 65% in size
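IDH1-R132H (0.5 ug/mL dispensed) in pH 7.5 Tris buffer was preincubated 30 min with compound, then given a substrate mix of 0.016 mM NADPH and 2 mM alpha-KG for 80 min at room temperature; remaining NADPH was read by diaphorase/resazurin fluorescence.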
The depositor's hits bear a star; ? = inconclusive; . = no result given; & = joins results of further samples; [ ] = remark or other dose. Unless noted, the call rests on the fitted dose curve; in most records, active means well fitted inhibition curve with a large enough effect; inconclusive means small, poorly fitted or top-dose-only effect; inactive means no such curve, though single readings can be large or run the other way. The list is partial; the hit share may differ from the screen's.

SMILES	TRHR PAM	TrxR1 inh	USP1 inh	Pin1 inhibitor	D2 antagonist	TRHR ag	D2 ag	TrxR1 substrate	mIDH1 inhibitor
COCCNc1nnc(SCC(=O)NNC(=O)c2ccccc2)s1	3	5%	-13%	-1%	-6	2.9	0.1	0%	10%
Cc1ccc(-n2cnnn2)c2cccnc12	6	11%	-12%	3%	13	0.3	0.2	3%	4%
COc1ccc(CCNC(=O)c2cc3n(n2)CCCN(Cc2ccc(C)cc2)C3=O)cc1OC	2	21%[57.1 µM]	11%	-2%	.	-1.6	1.2	8%[57.1 µM]	0%
C/C(=N\N=C\c1cccc(F)c1)c1nnn(-c2nonc2N)c1C	-1	6%	-13%	6%	0	0.0	0.7	-6%	7%
CC(NC(=O)C1CCCN1S(=O)(=O)c1ccc2c(c1)n(C)c(=O)c(=O)n2C)c1ccccc1 (stereo not given)	4	13%	-3%	2%	-5	0.3	-0.9	9%	9%
O=C(NN1C(=O)C2C(c3ccccc3)C=CC(c3ccccc3)C2C1=O)c1ccccc1 (stereo not given)	4	11%	-11%	53%[activator]	-19	0.6	3.4	-2%	-1%
COc1ccc(S(=O)(=O)N2CCN(C)CC2)c(C)c1	6	23%	-19%	-5%	-1	1.3	0.5	2%	-9%
CN(C)CCCNC(=O)C(=O)Nc1cc2c3c(c1)CC(=O)N3CCC2	5	-8%	-10%	-4%	-19	0.3	0.5	-6%	7%
Cc1ccc2oc(=O)c3cnn(CC(=O)NCCCOC(C)C)c3c2c1	2	29%[57.1 µM]	-14%	-11%	-13	-1.0	0.9	25%[57.1 µM]	11%
O=C(COC(=O)c1ccc(O)cc1)Nc1ncc(Cl)cc1Cl	23	-6%	-13%	-9%	13	0.7	0.9	0%	-8%
CCCCN(CC)C(=O)CN(C)S(=O)(=O)c1cccc2nsnc12	-3	6%[57.1 µM]	-3%	-1%	19	-0.1	-0.2	-8%	1%
N#Cc1nc(Cc2cccc3ccccc23)oc1NCc1ccco1	-6	-30%	-16%	19%	-1	-1.5	0.8	-5%	12%
O=C1C=C(c2ccc(Oc3ccccc3)cc2)C[C@@H](c2ccc(F)cc2)C1	-2	12%	-18%	8%	-4	1.7	-1.4	-1%	-2%
CC(=O)N/N=C(\C)CC(=O)NC(C)(C)C	0	20%[57.1 µM]	0%	36%[activator]	2	0.4	7.4	6%[57.1 µM]	1%
CCOC(=O)c1[nH]c2c(c1-c1ccccc1)C(=O)CC(c1ccccc1)C2 (stereo not given)	-3	0%	-6%	-2%	31*	1.8	1.4	-7%	2%
CCOC(=O)c1ccccc1NC(=O)CN1C(=O)CC(c2ccccc2)Sc2ccccc21 (stereo not given)	-7	30%	-28%	22%	.	0.3	0.4	5%	-6%
CN(C(=O)c1ccc(OC2CCN(CCc3ccccc3)CC2)cc1)C1CCOCC1	-2	12%	-24%	0%	1	-2.6	-0.3	0%	-6%
CCCC(C)NC(=O)COC(=O)c1ccc(Cl)c(S(N)(=O)=O)c1 (stereo not given)	1	-5%	-2%	-1%	-16	-0.5	-1.0	11%[57.1 µM]	1%
CCc1ccccc1NC(=O)CSc1ncc(S(=O)(=O)c2ccccc2)c(=O)[nH]1	-4	6%	-26%	11%	.	0.3	.	-5%	-14%
CCOC(=O)c1ccccc1NC(=O)COc1cc(=O)n(CC)c2ccccc12	6&-2	?	-17%&-4%	-8%&0%	10	-0.3&1.7	0.2&0.9	-5%	-11%&2%
CCNS(=O)(=O)c1ccc(CCC(=O)N2CCN(c3ccc(OC)cc3)CC2)cc1	-4	16%[57.1 µM]	-20%	-8%	0	-0.7	-0.7	17%[57.1 µM]	5%
COc1cccc(OC)c1C(=O)NC(=S)NCc1ccco1	-1	24%[57.1 µM]	-16%	-10%	-22	-2.7	0.1	9%[57.1 µM]	7%
CCn1c(C(=O)NCc2ccc(C)cc2)cc2sc(Cl)cc21	-3	8%	-6%	6%	.	0.4	.	2%	.
NS(=O)(=O)c1ccc(CNC(=O)/C=C/c2c(F)cccc2Cl)cc1	8	22%	-14%	1%	-2	0.1	-0.2	-3%	-2%
O=Cc1cccnc1SCc1ccccc1	.	15%	-24%	-5%	.	.	.	3%	0%
Cc1nc2cc(-c3sccc3-n3cccc3)nn2c(C)c1C	.	11%	-23%	4%	.	.	.	13%	-3%
CCN(CC)c1ccc(CNC(=O)C/C(C)=N/NC(=O)COc2ccc(C)cc2Br)cc1	1	4%	?	0%	-5	-0.3	1.1	-7%	-6%
COCCNC(=O)CSc1nc(-c2ccccc2)c(-c2ccccc2)o1	1	-11%	-17%	?	-8	-0.1	0.0	4%	-4%
CN(C)S(=O)(=O)c1cccc(NC(=O)CSc2nc3ccccc3n2-c2ccccc2)c1	-11	3%	-10%	19%	21	1.1	0.1	-7%	1%
COc1ccc(NC(=O)C2CCCN(S(=O)(=O)c3cccc4cccnc34)C2)cc1 (stereo not given)	0	5%[57.1 µM]	2%	-7%	-4	0.0	-0.2	8%	17%
CCOc1ccc(NC(=O)CSc2nc(=O)[nH]c3c2CCC3)cc1	1	17%[57.1 µM]	?	0%	.	0.5	0.0	0%[57.1 µM]	2%
O=C(Nc1ccc(Cl)cn1)c1ccc2c(c1)OCCO2	-4	27%[57.1 µM]	-18%	1%	2	-0.7	-0.4	-12%[57.1 µM]	11%
CSc1ccc(CNC(=O)c2ccc(NC(=O)c3nsc4ccccc34)cc2)cc1	1	20%[57.1 µM]	-18%	5%	.	0.1	0.3	0%[57.1 µM]	3%
CC(=O)c1ccc(NC(=O)CSC2=NS(=O)(=O)c3cc(Cl)ccc3N2)cc1	-1	-3%	-9%	2%	-12	0.1	0.5	-2%	7%
CCOC(=O)c1csc(NC(=O)Nc2cccc(Cl)c2)n1	3	-12%	-4%	-1%	-6	-0.4	-0.7	-12%	-2%
CCOc1ccccc1NC(=O)Cn1c(=O)n(CCCCC(=O)NCCCOC)c(=O)c2ccccc21	4	13%	-11%	?	.	-0.9	-0.3	9%	-8%
COCCN(CCOC)S(=O)(=O)c1ccc(C(=O)NC2CCN(Cc3ccccc3)CC2)cc1	8	1%	-16%	-4%	-16	0.7	0.8	-1%	5%
CN(CC(=O)Nc1ccccc1Br)C(=O)c1cc(S(=O)(=O)N(C)C)ccc1N1CCCC1	8	?	-14%	-1%	0	-1.3	0.0	-7%	6%
COc1cccc(CN2CC(C(=O)NCC3CCOCC3)CCC2=O)c1 (stereo not given)	-1	-6%	-17%	3%	6	0.1	0.3	-8%	1%
O=C(NCC1CCCN(C(=O)c2cc(Cl)ccc2F)C1)c1ccc(F)cc1 (stereo not given)	-8	18%	-18%	-6%	-1	-0.5	-0.1	9%	4%
O=C(NC1CCCC1)C(c1ccncc1)N(C(=O)Cn1nnc(-c2ccccc2F)n1)c1cccc(F)c1 (stereo not given)	-5	-7%[57.1 µM]	-4%	-2%	1	1.7	0.2	-7%[57.1 µM]	-4%
CCn1nc(C)c(NC(=O)c2ccc(Br)o2)c1C	1	19%	-9%	-5%	9	-0.3	2.1	2%	4%
O=C(CCn1cnnn1)Nc1ccccc1	-2&-2	-3%&13%[57.1 µM]	-21%&-4%	2%&2%	-8	0.3&1.1	1.1&1.4	8%	-2%&12%
COc1ccc(NC(=S)NNC(=O)c2ccc(S(=O)(=O)N3CCOCC3)cc2)cc1	-5	-14%[57.1 µM]	-3%	0%	3	0.1	-0.1	-2%[57.1 µM]	-2%
CCC(/C=N/NC(=O)C1COc2ccccc2O1)CC (stereo not given)	7	-6%	-8%	-3%	-14	1.3	0.0	-13%	0%
O=C(Nc1ccc(Br)cc1)c1cccc(C(=O)Nc2ccc(Br)cc2)c1	20	9%	-8%	-1%	.	-0.2	-0.2	-2%	-8%
Cc1ccc2nc(-c3ccc(NC(=O)Cc4ccccc4)cc3)sc2c1	7	7%	0%	8%	.	0.3	.	30%	2%
Cc1ccc[n+](C2C(c3ccc([N+](=O)[O-])cc3)C(C#N)=C([S-])NC2(O)C2CC2)c1 (stereo not given)	-7	19%	-3%	-1%	-1	-0.3	-0.2	4%	3%
COc1ccc(NC(=O)c2c(C)oc3ccc(O)c(CN4CCCC4)c23)cc1Cl	11	26%	-35%	-8%	.	0.2	0.0	6%	10%
COc1cccc(CN=CC2=C(O)CC(C)(C)CC2=O)c1OC	1	9%	-18%	-7%	12	-0.9	-1.2	4%	2%

Filtered by structure: those above with a cyano group (2)
SMILES	TRHR PAM	TrxR1 inh	USP1 inh	Pin1 inhibitor	D2 antagonist	TRHR ag	D2 ag	TrxR1 substrate	mIDH1 inhibitor
N#Cc1nc(Cc2cccc3ccccc23)oc1NCc1ccco1	-6	-30%	-16%	19%	-1	-1.5	0.8	-5%	12%
Cc1ccc[n+](C2C(c3ccc([N+](=O)[O-])cc3)C(C#N)=C([S-])NC2(O)C2CC2)c1 (stereo not given)	-7	19%	-3%	-1%	-1	-0.3	-0.2	4%	3%
